# Source: PubChem BioAssay
# TrxR1 inh: rat TrxR1 inhibition; AID 588453; hit rate 1% among 390,000; Potency, µM (titrated, usually from 114 µM), without a hit: at the highest dose activity change, negative = inhibition, usual class: inhibitors; recombinant rTrxR1, NADPH fluorescence consumption, selenite substrate; further: on the % scale 0 is the no-effect control and ±100 the full control effect; nearly all actives have a fitted effect of over 65% in size
#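 Rat TrxR1 (90 nM in the dispensed reagent) was pre-reduced with 400 uM NADPH for 5 min at room temperature, then incubated with compound for 15 min. After 400 uM selenite was added, NADPH fluorescence (Ex 340/Em 450 nm) was followed for 8 min.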
# Vif-APOBEC3F blk: Vif-A3F binding inhibition; Potency, µM (top dose mostly 46.1 µM), for the others: top-dose activity, negative = active; AID 602313; HeLa A3F-eYFP + Vif (tagged APOBEC3F with the HIV-1 protein that degrades it), YFP fluorescence increase; hit rate 0.2% among 390,000; further: % of control where 0% means no effect; nearly all actives have a fitted effect of over 65% in size
#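 Fluorescence increase (Ex 488/Em 500-530) after overnight compound treatment at 37 deg C flags inhibition of Vif-driven A3F-eYFP loss in stable HeLa A3F-eYFP/Vif cells seeded overnight beforehand.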
# USP1 inh: USP1/UAF1 (human) deubiquitinase inhibition. O94782. recombinant USP1/UAF1, Ub-Rhodamine cleavage fluorescence. Potency, µM (titrated, usually from 57.1 µM), inactives show top-dose activity change, negative = inhibition, hits mostly inhibitors. hit rate 0.23% among 390,000. AID 743255; further: on the % scale 0 is the no-effect control and ±100 the full control effect; nearly all actives have a fitted effect of over 60% in size; inactives centre near -12
#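 Step one: compound is pinned into 1nM USP1/UAF1 in HEPES pH 7.8 buffer with TCEP. Step two: 15 min room-temperature incubation. Step three: Ub-Rho (150nM final) starts cleavage, tracked by fluorescence over six one-minute reads.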
# TrxR1 substrate: rat thioredoxin reductase 1 substrate activity. purified TrxR1 substrate turnover, NADPH consumption readout. O89049. Potency, µM (highest dose often 114 µM), for inactives: at the highest dose activity change, negative = substrate turnover. hit rate 0.01% among 390,000. AID 588456; further: on the % scale 0 is the no-effect control and ±100 the full control effect; nearly all actives have a fitted effect of over 50% in size
#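 Rat TrxR1, dispensed at 90 nM, was prereduced with 400 uM NADPH (final) for 5 min at ~22 deg C, then incubated with compound 15 min before 400 uM selenite. A first-read NADPH fluorescence drop versus no-compound background flagged substrates.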
# RGS4 inh: human RGS4 inhibition; P49798; Transcreener GDP fluorescence polarization, RGS4-accelerated GTP hydrolysis; Potency, µM (series often up to 114 µM), without a hit: at the highest dose activity change, negative = inhibition, hits mostly inhibitors; hit rate 0.039% among 390,000; AID 504845; further: on the % scale 0 is the no-effect control and ±100 the full control effect; nearly all actives have a fitted effect of over 75% in size; some results filed as inactive show a strong effect at the top dose
# Target sequence (P49798 whole entry, looked up): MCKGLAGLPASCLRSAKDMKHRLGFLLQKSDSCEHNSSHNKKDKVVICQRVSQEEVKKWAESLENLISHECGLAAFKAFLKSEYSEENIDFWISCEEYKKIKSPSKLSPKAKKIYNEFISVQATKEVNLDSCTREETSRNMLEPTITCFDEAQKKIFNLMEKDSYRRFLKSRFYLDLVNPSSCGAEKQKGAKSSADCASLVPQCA
#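 MLSMR compounds (23 nl, pin-transferred) preincubated 10 min at room temperature with a 500nM (2x) first reagent, then RGS4 at 900nM (2x) plus Transcreener GDP mix added; fluorescence polarization (620/688 nm) read before and after 90 min at 30 °C.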
# ALOX12 inh: blocks human arachidonate 12S-lipoxygenase. hit rate 1.1% among 580,000. Potency, µM (highest dose often 108 µM), inactives show at the top dose activity change, negative = inhibition, usual class: inhibitors. AID 1671190. purified 12hLO, xylenol orange hydroperoxide absorbance; further: on the % scale 0 is the no-effect control and ±100 the full control effect
#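 Hydroperoxide product was detected by ferrous iron/xylenol orange as the 573 to 405 nm absorbance ratio. Arachidonic acid at 40 uM (final) was turned over for 30 min at room temperature by 150 nM human 12hLO, pH 7.0 Hepes buffer, after 15 min compound preincubation.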
# Vif-APOBEC3G blk: Vif-A3G binding inhibition | Q9HC16 | HeLa A3G-eYFP + Vif (tagged APOBEC3G with the HIV-1 protein that degrades it), YFP fluorescence, overnight | Potency, µM (highest dose often 46.1 µM), for inactives: at the highest dose activity, negative = active, hits mostly inhibitors | hit rate 0.076% among 410,000 | AID 602310;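 further: on the % scale 0 is the no-effect control and ±100 the full control effect; nearly all actives have a fitted effect of over 60% in size; hits raise eYFP signal because A3G escapes Vif-driven loss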
#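 HeLa cells stably expressing Vif and C-terminally eYFP-tagged A3G, seeded overnight at 37 deg C, then exposed to compound by pintool overnight at 37 deg C. Rise in yellow fluorescence (Ex 488/Em 500-530, Acumen) marks blocked Vif-driven A3G degradation.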
# mIDH1 inhibitor: inhibitors of human mutant IDH1 R132H | O75874 | IDH1-R132H enzyme, NADPH consumption, diaphorase/resazurin fluorescence | Potency, µM (doses to about 76.6 µM), for the others: top-dose activity change, negative = inhibition, actives largely listed as inhibitors | hit rate 0.093% among 390,000 | AID 602179; further: on the % scale 0 is the no-effect control and ±100 the full control effect; nearly all actives have a fitted effect of over 65% in size
#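 IDH1-R132H (0.5 ug/mL) preincubated 30 min with compound, then NADPH (0.016 mM) and alpha-KG (2 mM) added; 80 min at RT, pH 7.5. Remaining NADPH coupled via diaphorase/resazurin to fluorescence (540/590 nm); concentration-response curves normalized to no-enzyme control.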
# RXFP1 ag: activates the human relaxin receptor RXFP1; AID 2676; HEK293T-RXFP1 cAMP TR-FRET, 30 min; response scale: percent of porcine relaxin response, buffer zero; hit rate 0.3% among 370,000; Q9HBX9; Potency, µM (highest dose often 57.5 µM), without a hit: at the highest dose activation, usual class: activators; further: on the % scale 0 is the no-effect control and ±100 the full control effect; nearly all actives have a fitted effect of over 60% in size; many of its hits are not listed in these tables
# Target sequence (Q9HBX9 whole entry, looked up): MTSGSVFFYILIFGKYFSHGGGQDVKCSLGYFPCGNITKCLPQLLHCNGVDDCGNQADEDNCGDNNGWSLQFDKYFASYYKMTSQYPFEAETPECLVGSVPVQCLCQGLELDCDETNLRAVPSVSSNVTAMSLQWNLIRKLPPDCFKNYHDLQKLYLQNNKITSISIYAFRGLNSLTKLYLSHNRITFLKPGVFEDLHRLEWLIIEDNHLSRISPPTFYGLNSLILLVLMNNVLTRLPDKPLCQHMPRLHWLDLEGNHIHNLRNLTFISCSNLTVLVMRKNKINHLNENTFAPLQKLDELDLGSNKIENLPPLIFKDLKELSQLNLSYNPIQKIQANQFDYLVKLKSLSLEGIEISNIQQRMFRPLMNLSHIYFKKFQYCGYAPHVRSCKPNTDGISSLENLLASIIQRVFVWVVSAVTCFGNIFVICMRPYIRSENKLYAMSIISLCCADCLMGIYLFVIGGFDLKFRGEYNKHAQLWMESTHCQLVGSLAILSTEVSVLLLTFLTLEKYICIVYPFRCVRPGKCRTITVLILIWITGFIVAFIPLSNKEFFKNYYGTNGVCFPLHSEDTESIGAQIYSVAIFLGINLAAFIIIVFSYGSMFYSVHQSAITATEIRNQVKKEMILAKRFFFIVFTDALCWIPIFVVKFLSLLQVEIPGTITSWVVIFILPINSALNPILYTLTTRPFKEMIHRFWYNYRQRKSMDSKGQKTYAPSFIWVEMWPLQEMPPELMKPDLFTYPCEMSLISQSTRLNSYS
#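 HEK293T cells stably expressing RXFP1 were pretreated with the PDE4 inhibitor Ro 20174, exposed to compounds for 30 min at 37C, lysed, and cAMP was read by TR-FRET. Data normalized to buffer (basal) and 29 nM porcine relaxin (100%).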
# An asterisk follows results filed as active; ? = inconclusive; . = not tested or not shown; & = joins results of further samples; [ ] = dose if it differs, or a comment. The call rests on the fitted dose curve; in most records, active means well fitted curve in the direction sought with a large enough effect; inconclusive means small, poorly fitted or top-dose-only effect, or another doubt; inactive means no such curve, though single readings can be large; an effect the other way counts as inactive or inconclusive. Potency means the concentration at half of the fitted maximal effect. This is a subset. The share of hits here may be higher or lower than overall.
SMILES,TrxR1 inh,Vif-APOBEC3F blk,USP1 inh,TrxR1 substrate,RGS4 inh,ALOX12 inh,Vif-APOBEC3G blk,mIDH1 inhibitor,RXFP1 ag
Cc1ccc(CNC(=O)c2ccc(-c3nc(CS(=O)c4ccccc4)c(C)o3)cc2)cc1 (stereo not drawn),-16%,-3%,-29%,-4%,21%,-26%,4%,-7%,-0.6%
CN1C(C(=O)c2ccccc2)=C(OC(=O)c2ccc(Br)cc2)c2ccccc2S1(=O)=O,2%,1%,-12%,-1%,-9%,-3%,2%,16%,-0.3%
CC(=O)Nc1ccccc1OCC(=O)NC(C)c1ccccc1 (stereo not drawn),23%,-6%,-7%,-1%,-9%,-11%,2%,-3%,2.3%
Cc1ccc(NC(=S)N(CCCN2CCOCC2)Cc2ccco2)cc1Cl,13%,-4%,-16%,10%[57.1 µM],-16%,-11%,-5%,-5%,0.4%
O=C1c2ccccc2-c2nnc(-c3ccc(O)cc3)cc21,-1%,2%,-18%,-8%,-2%[11.4 µM],-8%,2%,5%,-0.4%
OCCC1CN(Cc2cccc3c2OCO3)CCN1C1CCCC1 (stereo not drawn),6%,11%,-12%,2%,10%,-9%,-7%,15%,3.6%
CC(C)N1CC(C(=O)Nc2cccc([N+](=O)[O-])c2)CC1=O (stereo not drawn),16%,-1%,6%,5%,2%,0%,0%,-1%,-1.0%
CCC(=O)Nc1ccc(Cl)c(NC(=O)c2ccc(Br)o2)c1,4%[11.4 µM],15%,-11%,-5%[11.4 µM],6%,456%[activator],-7%,2%,-0.2%
CCOc1ccc(C(C)=O)cc1COC(=O)C1=COCCO1,9%,.,-17%,2%,-33%,1%,0%,3%,1.0%
CC(C)(C)C(=O)Nc1cccc(-c2nc3ccccc3[nH]2)c1,-9%,.,-10%,8%,-8%,437%[activator],2%,3%,1.2%
C=C(C)COc1ccc(-c2nc(N)ncc2Oc2ccccc2OC)c(O)c1,-1%,-9%,-23%,-4%,-34%,?,0%,3%,0.0%
COc1ccc(-c2ccc(CCC(=O)O)n2CC(C)C)cc1,?,-1%,-19%,74%[activator],-28%,?,?,-3%,-0.5%
COc1ccc(C(=O)COC(=O)CCN2C(=O)[C@@H]3[C@H](C2=O)[C@@H]2C[C@H]3C(Br)C2Br)cc1 (stereo partly drawn),-8%,0%,-18%,-8%,-11%,?,-1%,9%,-0.4%
O=C(CS(=O)(=O)Cc1ccccc1)Nc1ccccc1Cl,15%,-2%,-17%,2%,13%,-6%,-11%,-2%,0.4%
Cc1ccccc1NC(=O)/C(C#N)=C\c1ccsc1,-12%,4%,-4%,-6%,7%,-8%,-4%,2%,-0.3%
COCCCNC(=O)c1ccc2c(=O)n(Cc3ccc(OC)cc3)c(=O)[nH]c2c1,6%&6%,-1%&-8%,?,5%&0%,2%&20%,20%&0%,2%&-1%,7%&-2%,3.8%&-1.1%
COc1ccc(S(=O)(=O)N2CCN(CCCOc3ccc(F)cc3)CC2)cc1OC,-3%,6%,-5%,-7%,13%,-21%,0%,0%,4.1%
COc1ccc(S(=O)(=O)c2ccc(O)cc2)cc1,11%,1%,-3%,6%,14%[56.9 µM],-17%,2%,3%,1.1%
Cn1cc(C(=O)c2ccc(Cl)cc2Cl)cc1C(=O)O,-6%,-17%,-5%,-8%,-16%,0%,-3%,4%,-0.2%
Oc1ccc(CN2CCN(c3ccccc3)CC2)c2cccnc12,?,3%,4%,2%[57.1 µM],-16%,.,1%,-4%,1.6%
Cc1ccccc1C(=O)Nc1nnc(S(=O)(=O)N2CCCc3ccccc32)s1,20%[11.4 µM],?,-10%,1%,-27%,-1%,-5%,24%,0.2%
O=C(NCC(=O)N(CC1CCCO1)C(C(=O)NC1CCCCC1)c1ccccc1)c1cccs1 (stereo not drawn),27%,-2%,-24%,8%,25%,7%,0%,1%,0.7%
Cc1cc(C)c(-c2n[nH]c3c2C(c2ccccc2F)N(Cc2ccco2)C3=O)c(O)c1 (stereo not drawn),-1%,0%,21%,-1%,-19%,5%,-21%,?,2.1%
Cn1nc(C(=O)OCC(=O)Nc2ccc(F)cc2Cl)c2ccccc2c1=O,21%[57.1 µM],5%,-3%,6%,0%,-1%,0%,-8%,.
CNc1ncnc2sc(-c3ccccc3)cc12,10%[57.1 µM],6%,-18%,40%,-14%,1%,-12%,14%,5.8%
NS(=O)(=O)c1ccc(CCNC(=O)CSc2ccc(Cl)cc2)cc1,19%,-21%,-5%,3%,13%,-20%,5%,-2%,4.3%
C/C(=N\NS(=O)(=O)c1ccc(C)c([N+](=O)[O-])c1)c1cc2ccccc2o1,6%,-11%,-14%,0%,13%,0%,0%,6%,0.2%
CC1=CC(C)(C)N2C(=O)C(=Nc3ccc(O)cc3)c3cccc1c32,?,0%,3.5µM*,-12%,-2%[11.4 µM],?,?,13%,-1.6%
CCCCOC(=O)c1ccc(NC(=O)C(=O)NCc2cccnc2)cc1,13%[57.1 µM],8%,-13%,3%[57.1 µM],1%,1%,0%,-7%,-0.3%
C=CCN1CC(=O)N2C(C)c3[nH]c4ccccc4c3C[C@H]2C1=O (stereo partly drawn),14%,-8%,-18%,5%,-1%,?,0%,8%,-3.6%
Nc1cc(=O)[nH]c(SCC(=O)Nc2ccc(S(=O)(=O)N3CCOCC3)cc2)n1,26%,0%,-1%,5%,-25%,-4%,-6%,-2%,2.5%
COc1ccc(Cl)cc1NC(=O)CN(C)C(=O)c1ccc2n[nH]nc2c1,27%,0%,-20%,4%,16%,3%,1%,-5%,-0.8%
CCN(CCN(C)C)C(=O)Cn1ncc2c1-c1cc(C)ccc1OC2,6%[57.1 µM],1%,-9%,3%[57.1 µM],5%,-9%,1%,17%,0.6%
O=C(Nc1ncc(Cc2cccc([N+](=O)[O-])c2)s1)c1ccco1,22%,-1%,1%,-2%,-10%,-9%,-7%,1%,0.6%
Cc1cc(S(=O)(=O)NCCc2ccccc2)ccc1-n1cnnn1,-2%[57.1 µM],6%,-20%,-4%[57.1 µM],-16%,-7%,3%,-1%,-0.2%
Cc1cc(C)c2nc(-c3ccccn3)cc(C(=O)Nc3ccc(S(=O)(=O)Nc4onc(C)c4C)cc3)c2c1,-6%[57.1 µM],6%,-22%,-5%[57.1 µM],-44%,?,0%,-5%,4.6%
Cc1cc(NC(=O)Cn2nc(C(F)(F)F)c3c2CCCC3)no1,6%[57.1 µM],-10%,-14%,9%,22%,0%,0%,0%,0.5%
CCC(=O)Nc1nnc(S(=O)(=O)N2CCCC2)s1,7%,-6%,-11%,0%,8%,-1%,1%,-6%,-1.0%
Cc1ccsc1/C=N\Nc1cn[nH]c(=O)c1Cl,-7%[57.1 µM],-2%,-15%,-9%[57.1 µM],18%,-6%,-23%,-6%,-3.6%

# 2 of the compounds above, with two lines to a compound.
# Results follow in this order: TrxR1 inh, Vif-APOBEC3F blk, USP1 inh, TrxR1 substrate, RGS4 inh, ALOX12 inh, Vif-APOBEC3G blk, mIDH1 inhibitor, RXFP1 ag
- C=CCN1CC(=O)N2C(C)c3[nH]c4ccccc4c3C[C@H]2C1=O (stereo partly drawn)
  14%, -8%, -18%, 5%, -1%, ?, 0%, 8%, -3.6%
- Nc1cc(=O)[nH]c(SCC(=O)Nc2ccc(S(=O)(=O)N3CCOCC3)cc2)n1
  26%, 0%, -1%, 5%, -25%, -4%, -6%, -2%, 2.5%

# Complete entries from above:
# C=CCN1CC(=O)N2C(C)c3[nH]c4ccccc4c3C[C@H]2C1=O (stereo partly drawn) across the screens: TrxR1 inh = 14%; Vif-APOBEC3F blk = -8%; USP1 inh = -18%; TrxR1 substrate = 5%; RGS4 inh = -1%; ALOX12 inh = ?; Vif-APOBEC3G blk = 0%; mIDH1 inhibitor = 8%; RXFP1 ag = -3.6%
# Cc1ccsc1/C=N\Nc1cn[nH]c(=O)c1Cl across the screens: TrxR1 inh = -7%[57.1 µM]; Vif-APOBEC3F blk = -2%; USP1 inh = -15%; TrxR1 substrate = -9%[57.1 µM]; RGS4 inh = 18%; ALOX12 inh = -6%; Vif-APOBEC3G blk = -23%; mIDH1 inhibitor = -6%; RXFP1 ag = -3.6%
